# Mito fusion yeast – mitochondrial division inhibition or fusion activation; AID 485298; S. cerevisiae fusion-defective mutant growth rescue, CellTiterGlo 48 h; Potency, µM (highest dose often 46.1 µM), for inactives: top-dose growth rescue (activation), usual class: activators; 0.23% of 320,000 active;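 further: potency means the concentration at half of the fitted maximal effect; % of control where 0% means no effect; nearly all actives have a fitted effect of over 45% in size; temperature-sensitive fusion mutants such as fzo1-1 at 37 °C on non-fermentable ethanol glycerol medium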
#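 Yeast fusion mutant, YPEG (non-fermentable carbon), compound, 48 h at 37C non-permissive; CellTiterGlo added, 10 min RT, luminescence read. Rescued growth = division inhibition.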
# TCR act – activates T cell receptor signaling; primary human leukocytes, anti-CD3, IL-2 HTRF, 48 h; Potency, µM (series often up to 9.22 µM), inactives show at the top dose activation of IL-2 secretion, most hits filed as activators; 330,000 tested, under 10 active; AID 504894; further: % of control where 0% means no effect
#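 IL-2 produced over 48 hr by a-CD3 bead-stimulated primary human leukocytes exposed to compounds was detected with a homogeneous time-resolved FRET immunoassay, 665nm acceptor signal after 320nm excitation.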
# A-T KAP1 phos – potential ataxia-telangiectasia treatment; […] A-T fibroblasts, KAP-1 phosphorylation AlphaLISA; neocarzinostatin DNA damage 30 min before lysis; Potency, µM (top dose mostly 57.5 µM), for inactives: at the highest dose activation, most hits filed as activators; 0.19% of 320,000 active; AID 485349; further: potency means the concentration at half of the fitted maximal effect; % of control where 0% means no effect; nearly all actives have a fitted effect of over 45% in size
#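 ATM-like activity read as KAP-1 phosphorylation via AlphaLISA donor/acceptor antibody pairs after lysis and 6 hr at 25C. Cells were ATM-null patient fibroblasts ([…], hTERT), dosed 60 min, then exposed to the DSB inducer NCS for 30 min.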
# ASM inhibitor – inhibitors of human secretory acid sphingomyelinase; P17405; placental ASM, HMU-PC fluorogenic substrate, 60 min; Potency, µM (titrated, usually from 57.5 µM), without a hit: at the highest dose activity change, negative = inhibition, hits mostly inhibitors; 0.006% of 340,000 active; further: potency means the concentration at half of the fitted maximal effect
#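 Human placenta-derived ASM preincubated with compound 10 min at room temperature, then reacted with 9 uM (final) fluorogenic HMU-PC substrate for 60 min at 37 C. Stop solution raises pH to 10; fluorescence read at Ex 386/Em 447 nm.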
# a7 integrin act – integrin-mediated muscular dystrophy alleviation activation | alpha7betagal myoblasts, beta-gal FDG fluorescence, 48 h | Potency, µM (highest dose often 38.3 µM), inactives show at the top dose activation, hits mostly activators | 0.064% of 350,000 active;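 further: potency means the concentration at half of the fitted maximal effect; 100% = response of the positive control SU9516; nearly all actives have a fitted effect of over 60% in size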
#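 alpha7betagal+/- myoblasts (passage 13, 250/well) treated 48 h at 37C with compounds at 1:260 dilution of DMSO stock. Lysed, then beta-galactosidase activity read as FDG fluorescence (ex 480/em 540) after 30 min, with pre-read for autofluorescence.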
# ELG1 DNA repair – ELG1-dependent DNA repair inhibition | 2.3% of 330,000 active | HEK293T ELG1-luciferase reporter, luminescence, 16 h; DNA damage induced by 5-fluorouridine | Potency, µM (highest dose often 46.1 µM), for the others: at the highest dose activity change, negative = inhibition, usual class: inhibitors | AID 504467; further: potency means the concentration at half of the fitted maximal effect; on the % scale 0 is the no-effect control and ±100 the full control effect; nearly all actives have a fitted effect of over 55% in size
#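 DMSO vehicle served as the neutral condition. Each well held 2,000 cells given 5-fluorouridine plus compound; after 16 hr at 37 °C/5% CO2, ONE-Glo was added and luciferase measured 30 min later.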
# BCR signal inh – blocks chronic active B-cell receptor signaling. ABC-DLBCL IkBa-CBG/CBR reporter, luminescence ratio, 4 h. Potency, µM (top dose mostly 46.1 µM), for inactives: top-dose ratio change, negative = lower green/red ratio, hits mostly inhibitors. 0.05% of 340,000 active. AID 493014; active means well fitted inhibition curve with a large enough effect in the signal ratio, with a control signal flat, not every such curve was filed as active; inconclusive means small, poorly fitted or top-dose-only effect, or effect the other way, or a change in a side signal; the % refers to the signal ratio;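 further: potency means the concentration at half of the fitted maximal effect; plate controls were basal doxycycline-induced cells for no effect and cells given 10 µM MG132 for full effect; MG132 reads +100%, hits lower the ratio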
#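 Cell line TMD8 (human ABC DLBCL), stably expressing tet-inducible CBG68-IkBa fusion and CBR; IMDM/0.5% FBS; cpd up to 46 uM; dox induction, 4 h, 37C/5% CO2; dual luminescence; green/red ratio; MG132 control.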
# TSHR antag – blocks TSH signaling through the human TSH receptor. 0.2% of 330,000 active. activity change, negative = inhibition, % at 11.5 µM. TSHR-expressing cells, TSH-stimulated cAMP HTRF, 2 h; stronger effect = lower value;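 active means activity change below a set negative limit, meaning inhibition stronger than a set level, cut at about -70% in these data; inconclusive means activity change between two set negative limits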; further: on the % scale 0 is the no-effect control and ±100 the full control effect
#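 Read-out is FRET at 665 nm (cryptate excitation 337 nm) from a cryptate-tagged anti-cAMP antibody, competed by cell cAMP against cAMP-d2. Compounds are tested on freshly harvested TSHR cells challenged with 4nM TSH (EC80) for 2 hours at 37 deg C.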
# Eya2 inh – inhibitors of human Eya2 phosphatase activity. O00167. recombinant Eya2, OMFP fluorescence dephosphorylation (OMFP is methylfluorescein phosphate). Potency, µM (titrated, usually from 76.9 µM), inactives show at the highest dose activity, negative = inhibition, most hits filed as inhibitors. 0.006% of 330,000 active; further: potency means the concentration at half of the fitted maximal effect; on the % scale 0 is the no-effect control and ±100 the full control effect
#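 Eya2 protein (added as 0.2 uM solution) was preincubated with compound for 10 min at ambient temperature in 50 mM HEPES pH 7.5, 50 mM NaCl, 5 uM MgCl2, 0.05% BSA, 1 mM DTT. OMFP (added at 50 uM) then reacted 10 min; fluorescence read at 485/525 nm.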
# PTAP TSG101 blk – blocks PTAP/TSG101 interaction to inhibit HIV-1 budding; Fluorescence polarization, FITC-PTAP peptide / Tsg101 binding; Potency, µM (highest dose often 115 µM), for the others: top-dose activity change, negative = inhibition, usual class: inhibitors; 340,000 tested, under 10 active; active means well fitted inhibition curve with a large enough effect in the main read-out, with a control signal flat, not every such curve was filed as active; inconclusive means small, poorly fitted or top-dose-only effect, or effect the other way, or a change in a side signal; inactive means no such curve, though single readings can be large or run the other way; further: potency means the concentration at half of the fitted maximal effect; % of control where 0% means no effect
# Target sequence (Q99816 whole entry, looked up): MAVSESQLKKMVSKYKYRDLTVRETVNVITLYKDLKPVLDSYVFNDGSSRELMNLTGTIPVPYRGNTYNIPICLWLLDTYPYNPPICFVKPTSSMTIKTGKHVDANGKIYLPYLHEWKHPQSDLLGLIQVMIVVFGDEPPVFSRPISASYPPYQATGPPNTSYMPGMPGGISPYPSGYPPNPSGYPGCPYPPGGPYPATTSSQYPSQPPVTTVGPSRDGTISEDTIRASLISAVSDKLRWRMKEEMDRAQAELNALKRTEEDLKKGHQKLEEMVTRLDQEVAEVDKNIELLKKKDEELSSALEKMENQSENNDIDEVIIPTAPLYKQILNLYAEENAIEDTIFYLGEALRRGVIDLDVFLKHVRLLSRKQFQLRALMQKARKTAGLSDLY
#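 Compounds were pin-transferred onto Tsg101 binding domain (10 uM final) in HEPES pH 7.5 buffer, then FITC-PTAP peptide was added at 50 nM final. After 20 min at RT, polarization reported peptide displacement across a qHTS concentration series.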
# Tb PFK block – blocks T. brucei phosphofructokinase; Potency, µM (titrated, usually from 57.5 µM), for inactives: at the top dose activity, negative = inhibition, hits mostly inhibitors; 0.17% of 330,000 active; T. brucei PFK, ADP-Glo luminescence; O15648; AID 485367;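 further: potency means the concentration at half of the fitted maximal effect; 0% = uninhibited 1x PFK enzyme wells and -100% = no-enzyme wells; nearly all actives have a fitted effect of over 60% in size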
# Target sequence (O15648 whole entry, looked up): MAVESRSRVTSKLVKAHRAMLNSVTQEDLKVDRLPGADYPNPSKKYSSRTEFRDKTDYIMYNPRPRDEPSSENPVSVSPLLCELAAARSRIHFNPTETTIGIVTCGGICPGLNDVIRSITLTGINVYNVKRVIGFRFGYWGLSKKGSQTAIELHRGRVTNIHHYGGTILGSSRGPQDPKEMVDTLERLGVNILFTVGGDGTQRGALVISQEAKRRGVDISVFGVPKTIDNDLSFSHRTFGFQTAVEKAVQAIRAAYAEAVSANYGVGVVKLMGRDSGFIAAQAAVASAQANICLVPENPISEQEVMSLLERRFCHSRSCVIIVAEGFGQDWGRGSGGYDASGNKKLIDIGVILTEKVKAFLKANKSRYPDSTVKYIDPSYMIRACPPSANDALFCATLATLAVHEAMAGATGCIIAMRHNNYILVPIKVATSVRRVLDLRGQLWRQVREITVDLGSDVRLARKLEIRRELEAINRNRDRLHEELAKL
#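 1.25 nM PFK with 0.5 mM F6P and 0.1 mM ATP in 0.1 M TEA pH 8.0, 5 mM MgCl2, incubated 45 min at room temperature; ADP measured by ADP-Glo luminescence; compounds titrated up to 57 uM.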
# Numbers without * were called inactive; i = inactive; ? = inconclusive; . = no result given; [ ] = dose if it differs, or a comment. Unless noted, the call rests on the fitted dose curve; in most records, active means well fitted curve in the direction sought with a large enough effect; inconclusive means small, poorly fitted or top-dose-only effect, or another doubt; inactive means no such curve, though single readings can be large; an effect the other way counts as inactive or inconclusive. An unsorted share of the library; 3.2% or so of the library scored in one or more.
Molecule | Mito fusion yeast | TCR act | A-T KAP1 phos | ASM inhibitor | a7 integrin act | ELG1 DNA repair | BCR signal inh | TSHR antag | Eya2 inh | PTAP TSG101 blk | Tb PFK block
Cc1cc(SCC(=O)N(C)c2c(N)n(Cc3ccccc3)c(=O)[nH]c2=O)nc2ccccc12 | -5% | 0% | -1% | 9% | -24% | ? | ? | -6 | -2% | 0% | 3%
COc1ccc(C(=O)NNC(=S)NC(=O)c2ccco2)cc1 | -23% | . | -3% | -1% | -11% | 1% | ? | 33 | 15% | 0% | 2%
Cc1ccsc1/C=N/NC(=S)NCCc1ccccc1 | 4% | 1% | 0% | -2% | 12% | 23% | 6% | -10 | ? | -1% | 4%
O=[N+]([O-])c1cc(-c2nc(-c3ccncc3)no2)cc([N+](=O)[O-])c1 | -2% | -6%[46.1 µM] | -4% | . | -35% | -3% | 1% | 1 | -1% | 1% | -3%
Cc1ccc(/C=N/NC(=O)c2cc3c(s2)CCCC3)o1 | -1% | -6% | 7% | -2% | 23% | ? | 8% | -1 | -2% | -1% | -7%
NC(=O)COC(=O)CC1CC2CCC1C2 (configuration not stated) | 2% | -3% | 4% | 3% | 10% | 3% | 2% | 1 | 15% | 0% | -6%
COc1cc2[nH]c(=O)n(Cc3ccccc3Cl)c(=O)c2cc1OC | 0% | . | 5% | 2% | 5% | -1% | -18% | -2 | -1% | -4% | 3%
COc1ccc(/C=N\NC(=O)C2CCCC2)cc1Br | -1% | -2% | 10% | 0% | -9% | -2% | ? | -1 | 3% | -1% | 1%

# In another format: seven of the compounds above
# Below each SMILES: Mito fusion yeast | TCR act | A-T KAP1 phos | ASM inhibitor | a7 integrin act | ELG1 DNA repair | BCR signal inh | TSHR antag | Eya2 inh | PTAP TSG101 blk | Tb PFK block
COc1ccc(C(=O)NNC(=S)NC(=O)c2ccco2)cc1
→ -23% | . | -3% | -1% | -11% | 1% | ? | 33 | 15% | 0% | 2%
Cc1ccsc1/C=N/NC(=S)NCCc1ccccc1
→ 4% | 1% | 0% | -2% | 12% | 23% | 6% | -10 | ? | -1% | 4%
O=[N+]([O-])c1cc(-c2nc(-c3ccncc3)no2)cc([N+](=O)[O-])c1
→ -2% | -6%[46.1 µM] | -4% | . | -35% | -3% | 1% | 1 | -1% | 1% | -3%
Cc1ccc(/C=N/NC(=O)c2cc3c(s2)CCCC3)o1
→ -1% | -6% | 7% | -2% | 23% | ? | 8% | -1 | -2% | -1% | -7%
NC(=O)COC(=O)CC1CC2CCC1C2 (configuration not stated)
→ 2% | -3% | 4% | 3% | 10% | 3% | 2% | 1 | 15% | 0% | -6%
COc1cc2[nH]c(=O)n(Cc3ccccc3Cl)c(=O)c2cc1OC
→ 0% | . | 5% | 2% | 5% | -1% | -18% | -2 | -1% | -4% | 3%
COc1ccc(/C=N\NC(=O)C2CCCC2)cc1Br
→ -1% | -2% | 10% | 0% | -9% | -2% | ? | -1 | 3% | -1% | 1%

# Carrying on.
Molecule | Mito fusion yeast | TCR act | A-T KAP1 phos | ASM inhibitor | a7 integrin act | ELG1 DNA repair | BCR signal inh | TSHR antag | Eya2 inh | PTAP TSG101 blk | Tb PFK block
COc1ccc(/C=C2\SC(=O)NC2=S)cc1OC | 18% | 1%[46.1 µM] | -8% | 0% | 27% | ? | ? | -12 | 33% | -7% | 0%
Cc1nn(S(=O)(=O)c2ccc(Cl)cc2)c(C)c1S(=O)(=O)N1CCOCC1 | -7% | 0% | -1% | 4% | 18% | 17% | 7% | 12 | -9% | -8% | -7%
Cc1ccc(C(=O)N[C@@H](C)CN2C3=NC[C@H](C)N3C[C@H]2Cc2ccc(O)cc2)cc1Br | 1% | . | 42% | . | . | -1% | ? | 10 | 7% | . | 2%
O=c1[nH]cnc2c1sc1nc(-c3ccccc3)c3c(c12)CCCC3 | 2% | -3%[46.1 µM] | 5% | 4% | 0% | ? | -1% | 22 | -21% | 2% | -1%
Cn1ncc(C#N)c1/N=C/N1CCCCCC1 | -1% | -8% | 5% | 5% | 20% | ? | ? | 5 | 6% | -8% | -3%
CCN(c1ccccc1)S(=O)(=O)c1ccc2c(c1)CC(C)N2C(=O)C1CC1 (configuration not stated) | 17% | 4% | 1% | -1% | -20% | -28% | 9% | -6 | -2% | -6% | -4%
Cc1cc2nc(/C=C/c3cccnc3)[nH]c2cc1C | -10% | . | 9% | i | -22% | ? | ? | 2 | -3% | 0% | -3%
O=C(CN1C(=O)NC2(CCCCCCC2)C1=O)Nc1ccc(OC(F)F)cc1 | . | 3% | 5% | -2% | 17% | 0% | -2% | 15 | -1% | -3% | -2%
Cc1c(N2C(=O)CSC2c2ccc([N+](=O)[O-])cc2)c(=O)n(-c2ccccc2)n1C (configuration not stated) | 1% | 0% | -8% | 1% | -32% | 3% | 0% | 8 | -9% | 0% | -17%
CN1CCc2c(OCC(=O)N3CCCc4ccccc43)cccc2C1=O | -1% | 0% | 3% | 3% | -4% | -29% | -7% | 2 | ? | 1% | 2%
Cc1cccc(C(=O)N2CCNC(=O)C2CC(=O)Nc2cccc(Cl)c2)c1 (configuration not stated) | 0% | -4% | 6% | 2% | 5% | -4% | -8% | -6 | -14% | -3% | 0%
C[C@@H]1CN([C@H](C)CO)C(=O)c2cccc(NC(=O)Nc3ccc(C(F)(F)F)cc3)c2O[C@H]1CN(C)S(=O)(=O)c1cccs1 | . | 1% | -8% | -15% | -44% | 0% | ? | -3 | 5% | -7% | -1%
Cn1c(SCc2cc(=O)[nH]c3ccccc23)nnc1-c1ccco1 | 2% | 3% | 0% | 0% | -15% | -4% | -1% | 12 | -20% | -1% | 1%
O=c1oc(C2(O)CCCCC2)cc2ccccc12 | . | -4% | 8% | -2% | 23% | 3% | -2% | 5 | 5% | 0% | -4%
CCCCN(CC)C(=O)Cn1ncc2c1-c1cc(C)ccc1OC2 | 4% | 6% | -1% | -1% | -15% | -12% | ? | 4 | 2% | 2% | -3%
COCCCNC(=O)/C=C/c1cccc(Cl)c1 | -1% | -5% | -1% | -3% | 9% | 29% | -4% | 3 | -20% | -5% | 0%
CCCOP(=O)(OCCC)C(Nc1cccc(C(F)(F)F)c1)c1ccc(C)cc1 (configuration not stated) | 0% | 3% | 1% | -3% | 5%[7.66 µM] | -25% | 14% | -6 | -25% | -7% | -5%
Clc1nc(Cl)nc(-c2cn(-c3ccccc3)c3ccccc23)n1 | 1% | -6% | 1% | 21% | -23% | 2% | 7% | -15 | -1% | 0% | 1%
CN(Cc1cn(C)nc1-c1ccccc1F)CC1CCCCO1 (configuration not stated) | 0% | 13% | 4% | 4% | ? | -6% | 0% | -6 | 10% | 0% | -3%
Cc1onc(-c2c(Cl)cccc2Cl)c1NC(=O)N(C)N | -3% | 3% | 47% | 6% | 0% | 10% | ? | 27 | -4% | 1% | 0%
CC1CCCCC1NC(=O)COC(=O)Cc1ccc(Br)cc1 (configuration not stated) | -2% | 14% | 6% | 0% | -19% | -4% | 3% | -1 | -3% | 0% | 0%
Cc1[nH]nc2c1C(c1ccc(F)cc1)C1=C(CC(C)(C)CC1=O)N2 (configuration not stated) | 6% | . | -9% | 9% | -37% | 8% | 7% | -2 | -9% | -10% | 0%
C/C(=N/NS(=O)(=O)c1ccc(C)cc1C)c1ccc2c(c1)OCO2 | 0% | -30% | 8% | -12% | 20% | 11% | 3% | 18 | 5% | -9% | -3%
C[C@@H]1COC(=O)[C@H](Cc2ccc(F)cc2)C/C=C\C[C@@H](CC(=O)N[C@H](CO)Cc2ccccc2)C(=O)N1 | . | 8% | -3% | 3% | 1% | ? | 3% | -7 | 3% | 0% | -1%

# Screening data deposited in PubChem by National Center for Advancing Translational Sciences (NCATS).
